Screens deposited in PubChem BioAssay by National Center for Advancing Translational Sciences (NCATS).
Gal4-VP16 FLuc: VP16 counterscreen qHTS for inhibitors of ROR gamma transcriptional activity; Drosophila S2 Gal4-VP16 UAS-luciferase, luminescence, 20 h; Potency, µM (titrated, usually from 53.6 µM), for inactives: at the top dose activity, negative = inhibition, most hits filed as inhibitors; actives 3.5% (n = 310,000);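 also: Gal4-VP16 expression switched on by copper sulfate through the metallothionein promoter; potency is read from the fitted curve at half-maximal effect; % is scaled to controls: 0 for no effect and ±100 for the full control effect; nearly all actives have a fitted effect of over 50% in size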
NPC1 promoter act: qHTS Assay for NPC1 Promoter Activators. Huh7 NPC1 promoter luciferase reporter, 24 h. Potency, µM (titrated, usually from 9.22 µM), without a hit: at the top dose activation, actives largely listed as activators. actives 2.4% (n = 320,000). AID 485313, 2010;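 also: potency is read from the fitted curve at half-maximal effect; % of control where 0% means no effect; nearly all actives have a fitted effect of over 60% in size; reporter is driven by a mutant NPC1 promoter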
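Huh7 cells stably carrying NPC1 promoter–luciferase, plated in Opti-MEM with 10% FBS for 2 h, were exposed to compound in DMSO for 24 h at 37 °C; luciferase reagent was added for 10 min and luminescence read.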
RORgamma inh: qHTS for inhibitors of ROR gamma transcriptional activity; Drosophila S2 Gal4-RORgamma UAS-luciferase reporter, 20 h; Potency, µM (titrated, usually from 53.6 µM), for inactives: at the top dose activity change, negative = inhibition, usual class: inhibitors; actives 5.4% (n = 310,000); also: potency is read from the fitted curve at half-maximal effect; % is scaled to controls: 0 for no effect and ±100 for the full control effect; nearly all actives have a fitted effect of over 60% in size
Target sequence (P51450 whole entry, looked up, the tested form may be a part): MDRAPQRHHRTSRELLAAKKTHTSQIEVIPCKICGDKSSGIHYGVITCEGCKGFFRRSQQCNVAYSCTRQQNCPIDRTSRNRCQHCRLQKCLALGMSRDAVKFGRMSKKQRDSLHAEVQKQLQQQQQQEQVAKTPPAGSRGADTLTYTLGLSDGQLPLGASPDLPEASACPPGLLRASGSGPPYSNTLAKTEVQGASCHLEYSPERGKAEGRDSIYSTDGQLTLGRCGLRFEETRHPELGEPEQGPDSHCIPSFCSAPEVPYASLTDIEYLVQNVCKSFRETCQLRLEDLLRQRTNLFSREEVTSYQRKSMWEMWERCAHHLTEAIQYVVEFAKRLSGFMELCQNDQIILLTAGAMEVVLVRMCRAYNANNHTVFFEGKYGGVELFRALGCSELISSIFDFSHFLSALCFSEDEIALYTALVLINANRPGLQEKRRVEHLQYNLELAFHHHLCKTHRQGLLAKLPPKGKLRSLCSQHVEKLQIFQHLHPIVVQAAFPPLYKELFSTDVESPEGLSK
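A Gal4/UAS one-hybrid system in insect cells: metallothionein-promoter Gal4–ROR gamma fusion plus Photinus luciferase reporter. Copper sulfate 700 uM final, 20 hr ambient incubation, luminescent detection after 10 min with reagent.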
Menin-MLL TR inh: qHTS Assay for Inhibitors Targeting the Menin-MLL Interaction in MLL Related Leukemias: Competition With Texas Red Labeled MLL-derived Mutant Peptide; AID 1768, 2009; actives 0.23% (n = 270,000); Potency, µM (titrated, usually from 61.6 µM), inactives show top-dose FP activity change, negative = inhibition, hits mostly inhibitors; Menin + Texas Red MLL mutant peptide, fluorescence polarization; O00255; active = well fitted inhibition curve with a large enough effect in the polarisation, with a control signal flat, not every such curve was filed as active; inconclusive = small, poorly fitted or top-dose-only effect, or effect the other way, or a change in a side signal; inactive = no such curve, though single readings can be large or run the other way; the % refers to the polarisation; also: potency is read from the fitted curve at half-maximal effect; % of control where 0% means no effect; many of its hits are not listed in these tables
Target sequence (O00255 whole entry, looked up): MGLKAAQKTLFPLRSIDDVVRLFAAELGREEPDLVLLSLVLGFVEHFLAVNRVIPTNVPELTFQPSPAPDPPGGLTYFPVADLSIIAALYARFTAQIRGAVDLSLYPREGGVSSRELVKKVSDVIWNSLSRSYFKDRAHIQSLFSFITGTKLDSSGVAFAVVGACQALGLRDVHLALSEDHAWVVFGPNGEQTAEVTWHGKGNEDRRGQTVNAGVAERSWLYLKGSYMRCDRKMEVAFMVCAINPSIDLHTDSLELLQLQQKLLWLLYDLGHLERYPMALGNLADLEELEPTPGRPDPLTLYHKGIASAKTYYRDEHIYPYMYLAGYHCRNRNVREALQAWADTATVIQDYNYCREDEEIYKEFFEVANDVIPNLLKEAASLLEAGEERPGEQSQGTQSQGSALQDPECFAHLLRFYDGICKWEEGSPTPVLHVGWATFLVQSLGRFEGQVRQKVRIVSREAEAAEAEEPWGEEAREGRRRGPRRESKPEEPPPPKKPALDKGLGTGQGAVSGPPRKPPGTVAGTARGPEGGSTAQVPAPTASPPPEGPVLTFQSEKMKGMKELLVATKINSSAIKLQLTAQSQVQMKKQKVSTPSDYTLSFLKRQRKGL
Rab9 prom act: qHTS Assay for Rab9 Promoter Activators; Huh7 Rab9 promoter-luciferase reporter, luminescence, 24 h; Potency, µM (top dose mostly 9.22 µM), inactives show at the highest dose activation, negative = inhibition, usual class: activators; actives 2.8% (n = 320,000); AID 485297, 2010; also: potency is read from the fitted curve at half-maximal effect; % of control where 0% means no effect; nearly all actives have a fitted effect of over 60% in size
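Rab9 promoter-driven luciferase in stably transfected Huh7 cells; 1500 cells/well rested 2 h, exposed to compound in DMSO for 24 h at 37 °C, 5% CO2. Luminescence read 10 min after adding luciferase reagent at ambient temperature.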
MBNL1 CUG block: qHTS Assay for Inhibitors of MBNL1-poly(CUG) RNA binding | Muscleblind-like protein 1 (Homo sapiens), Q9NR56 | TR-FRET MBNL1-His/biotin-(CUG)12 binding, 665/545 ratio | Potency, µM (doses to about 57.5 µM), for inactives: top-dose activity change, negative = inhibition, usual class: inhibitors | actives 0.036% (n = 280,000) | AID 2675, 2010; active = well fitted inhibition curve with a large enough effect in the signal ratio, with a control signal flat, not every such curve was filed as active; inconclusive = small, poorly fitted or top-dose-only effect, or effect the other way, or a change in a side signal; inactive = no such curve, though single readings can be large or run the other way; the % refers to the signal ratio; also: potency is read from the fitted curve at half-maximal effect; % is scaled to controls: 0 for no effect and ±100 for the full control effect
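Inhibition of protein-RNA binding appears as loss of TR-FRET between terbium anti-His antibody on MBNL1-His and streptavidin-XL665 on biotin-(CUG)12. Activity is normalized to buffer-only and uninhibited-complex controls.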
ELG1 repair inh: qHTS screen for small molecules that inhibit ELG1-dependent DNA repair in human embryonic kidney (HEK293T) cells expressing luciferase-tagged ELG1; HEK293T ELG1-luciferase reporter, luminescence, 16 h; DNA damage induced by 5-fluorouridine; Potency, µM (titrated, usually from 46.1 µM), inactives show at the top dose activity change, negative = inhibition, most hits filed as inhibitors; actives 2.3% (n = 330,000); also: potency is read from the fitted curve at half-maximal effect; % is scaled to controls: 0 for no effect and ±100 for the full control effect; nearly all actives have a fitted effect of over 55% in size
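5-Fluorouridine DNA damage + compound/DMSO, 2,000 cells/well, 16 h, 37 °C/5% CO2. ONE-Glo, 30 min RT, luminescence. Readout = decrease in reporter signal.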
PKM2 act: qHTS Assay for Activators of Human Muscle isoform 2 Pyruvate Kinase. Pyruvate kinase PKM (Homo sapiens), P14618. purified PKM2, Kinase-Glo ATP luminescence, activation; response scale: 0% is enzyme alone, no compound. Potency, µM (highest dose often 57.5 µM), for the others: at the top dose activation, actives largely listed as activators. actives 0.34% (n = 260,000); also: potency is read from the fitted curve at half-maximal effect; % is scaled to controls: 0 for no effect and ±100 for the full control effect; nearly all actives have a fitted effect of over 55% in size
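Kinase-Glo luminescence reports ATP generated from ADP (0.1 mM) and PEP (0.5 mM) by purified hPK-M2 after 1 h at room temperature, pH 7.2 imidazole buffer; intermediate enzyme activity allows detecting inhibitors and activators.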
Mito fusion yeast: qHTS Assay for Small Molecule Inhibitors of Mitochondrial Division or Activators of Mitochondrial Fusion; actives 0.23% (n = 320,000); Potency, µM (series often up to 46.1 µM), without a hit: at the highest dose growth rescue (activation), actives largely listed as activators; S. cerevisiae fusion-defective mutant growth rescue, CellTiterGlo 48 h; AID 485298, 2010;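 also: potency is read from the fitted curve at half-maximal effect; % of control where 0% means no effect; nearly all actives have a fitted effect of over 45% in size; temperature-sensitive fusion mutants such as fzo1-1 at 37 °C on non-fermentable ethanol glycerol medium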
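S. cerevisiae fusion-defective temperature-sensitive mutants (e.g. fzo1-1, mgm1-5) grown 48 h at 37C in YPEG (ethanol/glycerol non-fermentable) medium with 23 nl compound per well; growth rescue read as CellTiterGlo luminescence.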
KCNH2 3.1 block: qHTS for Inhibitors of KCHN2 3.1: Mutant qHTS. Potassium voltage-gated channel subfamily H member 2, brain isoform KCNH2 3.1 (human). U2OS KCNH2 3.1, thallium flux FluxOr; stronger effect = lower value. activity change, % (tested at about 1.8 µM). actives 0.95% (n = 340,000);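 active = maximum activity change below -70%; inconclusive = maximum activity change from -70% to -50%; inactive = maximum activity change above -50%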;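 also: thallium influx rate constant from kinetic fluorescence after stimulation buffer; % is scaled to controls: 0 for no effect and ±100 for the full control effect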
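Thallium flux via FluxOr fluorescence (Red40 quencher, 45 min loading) in U2OS cells virally expressing the KCNH2 3.1 isoform (1.77 x 10^8 /mL virus, overnight at 37 C). Rate constants from 2-min kinetic reads post-stimulation, normalised to positive and negative controls.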
FLuc modulator: qHTS profiling assay for firefly luciferase inhibitor/activator using purifed enzyme and Km concentrations of substrates (counterscreen for miR-21 project). Potency, µM (doses to about 57.5 µM), for the others: at the highest dose activity change, negative = inhibition, hits mostly inhibitors. actives 6.9% (n = 360,000). purified FLuc, Km substrates, luminescence inhibition. AID 588342, 2011. Luciferin 4-monooxygenase (Photinus pyralis), P08659;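 also: potency is read from the fitted curve at half-maximal effect; plate controls were vehicle for no effect and reference inhibitor for full effect; nearly all actives have a fitted effect of over 55% in size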
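Purified P. pyralis luciferase, 10 nM final, with Km-level 10 uM D-luciferin and 10 uM ATP in 50 mM Tris acetate pH 7.5, 10 mM Mg acetate, 0.01% Tween-20, 0.05% BSA; 6-point qHTS titration about 60 µM downward; luminescence read.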
Numbers without * were called inactive; ? = inconclusive; nt = not tested or not shown; [ ] = remark or other dose. Unless noted, calls follow the shape of the dose curve; as a rule, active = well fitted curve in the direction sought with a large enough effect; inconclusive = small, poorly fitted or top-dose-only effect, or another doubt; inactive = no such curve, though single readings can be large; an effect the other way counts as inactive or inconclusive. These rows are one share of the data. The share of hits here may be higher or lower than overall.

item	structure	Gal4-VP16 FLuc	NPC1 promoter act	RORgamma inh	Menin-MLL TR inh	Rab9 prom act	MBNL1 CUG block	ELG1 repair inh	PKM2 act	Mito fusion yeast	KCNH2 3.1 block	FLuc modulator
1	COc1cc(/C=C(\C#N)C(=O)c2c[nH]c3ccccc23)cc(OC)c1O	0%	0%	-12%	?	-4%	?	-5%	7%	-7%	7	15µM*
2	CC(=O)c1ccc(OCC(O)CN2C(C)CCCC2C)cc1 (stereo unspecified)	1%	-1%	4%	-7%[11.7 µM]	3%	1%	20%	-24%	1%	-7	0%
3	CCOC(=O)C1(Cc2cccc(OC)c2)CCCN(S(=O)(=O)c2cccnc2)C1 (stereo unspecified)	-8%	-8%	-1%	-16%	-7%	-8%	?	-2%	11%	12	4%
4	CC1CC/C(=N/Nc2ccccc2)C(=O)N1 (stereo unspecified)	3%	0%	11%	9%	7%	?	?	-5%	-4%	22	-19%
5	CC(=O)C1C(c2ccccc2)c2c(noc2C)CC1(C)O (stereo unspecified)	?	4%	2%	nt	-4%	-5%	0%	-23%	-8%	3	0%
6	c1ccc2c3c(c(CN4CCCCC4)cc2c1)COC3	-11%	-6%	2%	-3%	-3%	6%	0%	-1%	9%	7	2%
7	Cc1ccc2c(c1)N(CC(=O)NCCc1ccccc1)C(=O)c1cccnc1O2	?	-2%	1%	2%	3%	-12%	7%	0%	-3%	-2	-2%
8	CC(C)C[C@H](NC(=O)c1nc[nH]c1C(=O)NCc1ccc(CNC(=O)OC(C)(C)C)cc1)C(=O)OCc1ccccc1	?	-3%	11µM*	21%	1%	-6%	?	4%	-5%	-20	2%
9	Cc1ccc(C2=NN=C(NC(=O)CSc3nc(C)cc(C)n3)SC2)cc1	?	8%	?	-7%	-3%	14%	?	24%	24%	nt	?
10	Cc1noc(C)c1COc1cccc(C(=O)OCC(=O)NCCN2C(=O)CSC2=O)c1	13%	-4%	-1%	-8%	-3%	-5%	-5%	2%	-1%	13	2%
11	CCOC(=O)C1(CCOC)CCN(Cc2cnc(-c3cccc(C)c3)nc2)CC1	9%	-2%	?	7%	-3%	4%	-12%	5%	0%	8	-10%
12	CCOC(=O)c1c(NC(=O)c2ccc(C)cc2)sc2c1CC(C)(C)OC2	1%	-1%	-7%	-2%	2%	0%	8.2µM*	-1%	13%	2	-4%
13	CCc1cccc(CC)c1N(COC)C(=O)Cn1c(CO)nc2ccccc21	3%	-6%	-6%	-4%	-8%	10%	-24%	2%	7%	-2	3%
14	CC(=O)c1c(C)[nH]c(C(=O)N2CCN(C(=O)c3ccco3)CC2)c1C	0%	0%	-1%	-9%	-3%	3%	10%	-5%	-2%	-211*	-3%
15	COc1ccc(/C=N/NC(=O)c2nn(-c3ccc(Cl)cc3)c(=O)c3c(N)scc23)cc1	2%	1%	-13%	?	0%	?	-4%	8%	-2%	10	?
16	COc1ccc(NC(=O)c2ccc(Cl)c(S(=O)(=O)NCC3CCCO3)c2)c(OC)c1 (stereo unspecified)	-5%	-1%	34%	-10%	5%	3%	-10%	5%	-1%	20	-3%
17	CCN(CC)C(=O)N1CCN(S(=O)(=O)c2ccc(C)c(C)c2)CC1	3%	-5%	8%	-17%	-7%	4%	-26%	16%	-4%	0	7%
18	C=CCN(CC=C)C(=S)NC(=O)Cc1cccc2ccccc12	0.79µM*	-2%	0.2µM*	?	9%	-5%	0%	2%	11%	-11	-11%
19	O=C1CCN(Cc2nnnn2CC2CCCO2)c2ccccc2N1 (stereo unspecified)	-5%	16%	-16%	-6%	13%	9%	4%	-2%	-3%	-6	6%
20	CCOC(=O)C1=C(COC(=O)/C=C/c2ccc(OC)cc2OC)NC(=O)NC1C (stereo unspecified)	nt	1%	nt	nt	0%	nt	?	nt	15%	8	?

Complete entries as entered above. Values in the order: Gal4-VP16 FLuc	NPC1 promoter act	RORgamma inh	Menin-MLL TR inh	Rab9 prom act	MBNL1 CUG block	ELG1 repair inh	PKM2 act	Mito fusion yeast	KCNH2 3.1 block	FLuc modulator
CC(=O)c1ccc(OCC(O)CN2C(C)CCCC2C)cc1 (stereo unspecified) across the screens: 1%	-1%	4%	-7%[11.7 µM]	3%	1%	20%	-24%	1%	-7	0%
CCc1cccc(CC)c1N(COC)C(=O)Cn1c(CO)nc2ccccc21 across the screens: 3%	-6%	-6%	-4%	-8%	10%	-24%	2%	7%	-2	3%

Carrying on.
item	structure	Gal4-VP16 FLuc	NPC1 promoter act	RORgamma inh	Menin-MLL TR inh	Rab9 prom act	MBNL1 CUG block	ELG1 repair inh	PKM2 act	Mito fusion yeast	KCNH2 3.1 block	FLuc modulator
21	COc1c(S(=O)(=O)n2nc(C)cc2C)ccc(Cl)c1Cl	-22%	nt	19%	1%	nt	4%	nt	9%	-1%	-18	-2%
22	FC(F)(F)c1cc(-c2ccco2)nc(N2CCOCC2)n1	17%	nt	13%	19%	nt	4%	nt	0%	6%	nt	-1%
23	Cc1cccc(NC(=O)C2CCCN(S(=O)(=O)c3cccc4cccnc34)C2)c1 (stereo unspecified)	0%	-2%	38%	1%[11.7 µM]	-5%	-2%	?	0%	2%	-2	0%
24	O=C(O)c1ccc(CNC(=O)c2ccccc2NC(=O)c2ccc([N+](=O)[O-])cc2)cc1	1%	-6%	21%	18%	-6%	?	-11%	2%	0%	27	?
25	CCOc1ccc(C2/C(=C(\O)c3ccc4c(c3)OCCO4)C(=O)C(=O)N2CCN2CCOCC2)cc1OC (stereo unspecified)	-4%	-4%	-34%	nt	-2%	11%	-1%	nt	3%	5	-3%
26	COc1ccc(NC(=O)/C(=C\c2cccnc2)NC(=O)c2cccs2)cc1	-6%	1%	3%	14%	-3%	-13%	1%	0%	-1%	6	5%
27	Cc1cccc(C)c1NC(=O)c1cnccn1	nt	-4%	nt	11%	-1%	2%	0%	0%	1%	-19	2%
28	CCOc1ccc(OCC(=O)OCC(=O)N(CC(C)C)c2c(N)n(Cc3ccccc3)c(=O)[nH]c2=O)cc1	nt	1%	nt	nt	1%	nt	1%	nt	-12%	-3	1%
29	Cc1cc(C)n(-c2ccc(C(=O)OCC(=O)Nc3ccc(Cl)cc3[N+](=O)[O-])cc2)n1	-7%	-2%	-14%	0%	0%	3%	14%	-12%	0%	-12	0%
30	CN(CC1CCN(CCc2cccc(C(F)(F)F)c2)CC1)C(=O)c1ccc(F)cc1	2%	-1%	?	5%	6%	-5%	-13%	-1%	-3%	-79*	3%
31	CC(C)CCNC(=O)c1ccccc1SCC(=O)NC1CCCCCCC1	nt	0%	nt	nt	5%	nt	?	nt	4%	-1	-17%
32	Cc1cc(C(=O)N2C(C)CCCC2C)no1 (stereo unspecified)	-1%	-4%	-7%	9%	-2%	-1%	-4%	-4%	0%	0	1%

Quoted from the listing:
`Cc1ccc(C2=NN=C(NC(=O)CSc3nc(C)cc(C)n3)SC2)cc1` in MBNL1 CUG block is listed with 14%
`CC(=O)C1C(c2ccccc2)c2c(noc2C)CC1(C)O` (stereo unspecified) in NPC1 promoter act is listed with 4%
`Cc1cccc(NC(=O)C2CCCN(S(=O)(=O)c3cccc4cccnc34)C2)c1` (stereo unspecified) in PKM2 act is listed with 0%
`CC(C)CCNC(=O)c1ccccc1SCC(=O)NC1CCCCCCC1` in NPC1 promoter act is listed with 0%
